CHO-K1 Ca ag: counter-screen for M1 agonists: effect in parental CHO-K1 cells; activation, % at 3 µM; AID 602248, 2012; Fluo-8 calcium fluorescence; scaled to maximal ATP response, vehicle zero; hit rate 0.48% among 360,000; in the data active = activation above about 15%;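 note: untransfected CHO-K1 host cells lacking M1 receptor as counterscreen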
M1 PAM parental: nonselective calcium activators in parental CHO-K1 cells, primary screen, counter-screen for M1 PAM project, cell-based, Fluo-8 calcium fluorescence, full deck, 1536-well | ATP EC20; 0% at ATP EC20, 100% at ATP max | activation, % at 3 µM | hit rate 0.02% among 360,000 | AID 602247, 2012;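 active = activation above the run cutoff, the mean activation of all test compounds plus 3 SD, cut at about 40% in these data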;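 note: peak over basal fluorescence ratio in a 140 s read after ATP addition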
M4 ag: human M4 muscarinic receptor agonists, primary screen, CHO-K1 cells, Fluo-8 calcium fluorescence. Muscarinic acetylcholine receptor M4 (Homo sapiens), P08173. CHO-K1 hM4/Gqi5; vehicle 0%, full acetylcholine response 100%. activation, % at 3 µM. hit rate 0.14% among 360,000. AID 624127, 2012;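 active = activation above the run mean over all test wells plus 3 SD, cut at about 32% in these data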;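 note: peak over basal fluorescence ratio per well then scaled between controls; 0% = DMSO wells and 100% = acetylcholine at EC100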
Target sequence (P08173 whole entry, looked up): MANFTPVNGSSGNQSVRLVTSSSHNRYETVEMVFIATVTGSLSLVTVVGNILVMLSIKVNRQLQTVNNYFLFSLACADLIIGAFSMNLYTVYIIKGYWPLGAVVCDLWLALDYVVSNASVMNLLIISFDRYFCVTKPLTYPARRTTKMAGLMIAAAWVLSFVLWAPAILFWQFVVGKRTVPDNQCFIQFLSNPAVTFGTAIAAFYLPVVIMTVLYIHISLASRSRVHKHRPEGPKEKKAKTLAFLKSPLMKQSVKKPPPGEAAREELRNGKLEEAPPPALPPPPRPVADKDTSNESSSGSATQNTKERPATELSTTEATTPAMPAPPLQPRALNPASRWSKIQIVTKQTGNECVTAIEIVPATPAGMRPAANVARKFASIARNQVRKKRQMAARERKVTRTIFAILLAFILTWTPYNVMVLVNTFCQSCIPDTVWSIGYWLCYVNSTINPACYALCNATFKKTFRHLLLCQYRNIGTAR
CHO-K1 Ca antag: counter-screen for M1 antagonists: effect in parental CHO-K1 cells; inhibition, % at 3 µM; AID 602250; hit rate 0.6% among 360,000; ATP-induced calcium, Fluo-8 fluorescence;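 active = inhibition above a per-plate cutoff, the plate's mean sample inhibition plus 3 SD, cut at about 24% in these data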;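 note: 0% = DMSO plus EC80 ATP and 100% = DMSO alone without ATP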
M5 ag: human M5 muscarinic receptor agonists, primary screen, CHO-K1 cells, Fluo-8 calcium fluorescence. Muscarinic acetylcholine receptor M5 (Homo sapiens), P08912. CHO-K1 hM5 cells; 0% DMSO wells, 100% maximal acetylcholine response. activation, % at 3 µM. hit rate 0.19% among 360,000. AID 624037, 2012;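 active = activation above the run's mean over test compounds plus 3 SD, cut at about 23% in these data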;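 note: signal is peak over basal fluorescence ratio across the kinetic read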
Target sequence (P08912 whole entry, looked up): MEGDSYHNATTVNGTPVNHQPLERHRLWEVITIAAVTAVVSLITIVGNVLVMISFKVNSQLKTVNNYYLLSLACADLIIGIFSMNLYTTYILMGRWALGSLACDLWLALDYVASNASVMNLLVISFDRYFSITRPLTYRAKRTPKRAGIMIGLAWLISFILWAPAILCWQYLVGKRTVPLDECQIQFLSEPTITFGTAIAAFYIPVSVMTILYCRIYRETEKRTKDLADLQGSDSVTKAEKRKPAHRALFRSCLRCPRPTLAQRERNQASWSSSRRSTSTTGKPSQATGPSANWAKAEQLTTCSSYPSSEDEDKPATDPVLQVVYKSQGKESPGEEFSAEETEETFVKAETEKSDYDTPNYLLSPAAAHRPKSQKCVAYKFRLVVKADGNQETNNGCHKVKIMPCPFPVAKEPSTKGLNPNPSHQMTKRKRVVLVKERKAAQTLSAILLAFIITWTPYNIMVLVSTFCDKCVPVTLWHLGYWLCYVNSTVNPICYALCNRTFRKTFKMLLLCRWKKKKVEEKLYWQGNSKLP
M5 PAM: human M5 muscarinic receptor positive allosteric modulators, primary screen, CHO-K1 cells, Fluo-8 calcium fluorescence; Muscarinic acetylcholine receptor M5 (Homo sapiens), P08912; CHO-K1 hM5, ACh EC20 PAM; 0% = ACh EC20, 100% = ACh EC100; activation, % at 3 µM; hit rate 0.3% among 360,000;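 active = activation above the run cutoff, the mean activation of all test compounds plus 3 SD, cut at about 18% in these data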
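System: CHO-K1 hM5 cells. Reagent: acetylcholine, EC20 level. Compound dosing: single dose, 3 µM nominal final test concentration. Timing: Post-acetylcholine fluorescence recording 140 s. Detection: Fluo-8 calcium fluorescence. Read-out: % activation, ACh-normalized. Benchmarks: ACh EC20 and EC100 wells. Repeats: singlicate, one well per test compound.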
CHRM4 PAM: human M4 muscarinic receptor positive allosteric modulators, primary screen, CHO-K1 cells, Fluo-8 calcium fluorescence; AID 624126, 2012; hit rate 0.4% among 360,000; CHO-K1 hM4/Gqi5, ACh EC20; 0% = ACh EC20, 100% = maximal ACh; Muscarinic acetylcholine receptor M4 (Homo sapiens), P08173; activation, % at 3 µM;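 active = activation above its plate's cutoff, the mean activation of sample wells plus 3 SD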; note: some results filed as inactive read as strong as hits
M5 antag: human M5 muscarinic receptor antagonists, primary screen, CHO cells, Fluo-8 calcium fluorescence; CHO-hM5 cells, ACh EC80; AID 624040, 2012; hit rate 0.59% among 360,000; inhibition, % at 3 µM;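 active = inhibition above a per-plate cutoff, the mean of that plate's test compounds plus 3 SD, cut at about 27% in these data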;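 note: 0% = acetylcholine EC80 with DMSO and 100% = DMSO without agonist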
M4 antag: human M4 muscarinic receptor antagonists, primary screen, CHO cells, Fluo-8 calcium fluorescence | hit rate 0.73% among 360,000 | inhibition, % at 3 µM | CHO-hM4 cells, ACh EC80 | AID 624125, 2012;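 active = inhibition above its plate's cutoff, the mean inhibition of sample wells plus 3 SD, cut at about 27% in these data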;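 note: 0% = acetylcholine EC80 with DMSO and 100% = DMSO without agonist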
* hit, by the source's call. Compounds were not picked by outcome (roughly 2.7% active in at least one column).

SMILES	CHO-K1 Ca ag	M1 PAM parental	M4 ag	CHO-K1 Ca antag	M5 ag	M5 PAM	CHRM4 PAM	M5 antag	M4 antag
CC(C)NC(=O)NC(=O)CSc1nnc(C(F)(F)F)n1C	0.5	1	1	1	-1	3	-3	-19	-4
O=C(Nc1cnn(Cc2ccc(F)cc2)c1)c1cc(-c2ccco2)on1	1.5	0	4	-8	0	-6	-8	3	-1
CCN1CCN(C(=O)c2ccc3c(=O)n(C4CCCC4)c(=S)[nH]c3c2)CC1	1.6	20	3	-5	-6	-3	-4	4	10
CCN1CCN(c2cc(C)c3cc(NC(=O)CCC(=O)Nc4ccc(OC)cc4OC)ccc3n2)CC1	-0.1	11	-1	-8	-4	11	5	-18	-25
c1ccc(-c2n[nH]nc2-c2ccccc2)cc1	1.3	21	0	-6	-3	-1	17	4	-13
O=C(Cc1ccccc1)Nc1ccc2c(c1)OC1(CCCC1)O2	-0.4	-2	0	-9	-9	-2	-3	13	1
CC(C(=O)Nc1ccc([N+](=O)[O-])cc1)N1CCN(C/C=C/c2ccccc2)CC1 (centres undefined)	1.3	-9	12	-14	-2	-4	-24	-14	-5
COCC(=O)Nc1ccc(N2CCOCC2)c(S(=O)(=O)Nc2ccccc2OC)c1	0.4	9	2	0	3	-5	4	-4	6
CC(C(=O)Nc1ccccc1-c1ccccc1)N1CCN(S(=O)(=O)c2ccccc2)CC1 (centres undefined)	0.3	-1	1	0	0	3	16	3	2
O=C1CC(c2ccc(F)cc2)Cc2nc(NCc3ccco3)ncc21 (centres undefined)	2.9	13	0	-6	-4	3	1	2	1
COc1cccc(OCc2nnc(SCC(=O)NCc3ccco3)n2CCc2ccccc2)c1	1.0	-2	0	8	-1	-2	-9	2	2
COc1cccc(C(=O)CC(C(=O)O)c2ccc(F)cc2)c1 (centres undefined)	0.7	11	1	-2	-2	-3	8	25	-7
COc1c(C)cc(C(O)c2ncc(-c3ccccc3C)[nH]2)cc1C (centres undefined)	1.3	7	1	-7	1	-4	1	4	6
O=C(Nc1cccc(O)c1)c1ccc([N+](=O)[O-])cc1Cl	1.5	6	4	9	4	4	5	-12	-7
Cc1ccc(C(=O)n2c3ccccc3c3ccccc32)cc1	-0.5	7	-1	-10	-1	3	18	0	4
CC(C)CNC(=O)NC(=O)CSc1nc2ccccc2n1CC(C)C	-0.8	13	-2	-6	-8	7	5	-10	6
CCN(CC(=O)Nc1c(F)cccc1F)C(=O)c1cccc(S(=O)(=O)N(C)c2ccccc2)c1	2.0	-9	5	17	2	-10	-9	11	4
O=C(Nc1cccc(F)c1)c1ccccc1	-0.8	0	1	36*	-4	0	3	1	-13
CN(CC(=O)Nc1ccc(N2CCOCC2)cc1)C(=O)CCc1cc(C(C)(C)C)c(O)c(C(C)(C)C)c1	-0.2	-25	3	-4	2	-4	-3	6	-3
CC(C)N(C(=O)C(F)(F)F)C(C(=O)NC1CCCCC1)c1ccncc1 (centres undefined)	0.6	18	0	-13	-2	-2	1	0	-3
CCOC(=O)Nc1cc2c(cc1[N+](=O)[O-])-c1ccccc1C2=O	0.1	-19	2	19	5	-2	4	-3	6
COc1ccccc1NC(=S)NC(=O)/C=C/c1cccs1	0.2	-2	4	-3	-5	-2	-4	3	-6
CCOC(=O)c1c(C)[nH]c(C)c1S(=O)(=O)NCC1CCN(Cc2ccc(C)cc2)CC1	-1.2	-1	0	-2	-9	-7	-4	18	8
CCOc1cnc(-c2c(-c3ccccc3Cl)noc2C)o1	-0.3	24	-2	-2	-10	-2	-6	-12	-17
O=c1ccc(S(=O)(=O)N2CCCC2)c[nH]1	0.1	25	1	-18	0	10	4	-12	-8

2 compounds drawn at random from those above, as already listed:
SMILES	CHO-K1 Ca ag	M1 PAM parental	M4 ag	CHO-K1 Ca antag	M5 ag	M5 PAM	CHRM4 PAM	M5 antag	M4 antag
CCN1CCN(c2cc(C)c3cc(NC(=O)CCC(=O)Nc4ccc(OC)cc4OC)ccc3n2)CC1	-0.1	11	-1	-8	-4	11	5	-18	-25
O=C(Cc1ccccc1)Nc1ccc2c(c1)OC1(CCCC1)O2	-0.4	-2	0	-9	-9	-2	-3	13	1

Continuation.
SMILES	CHO-K1 Ca ag	M1 PAM parental	M4 ag	CHO-K1 Ca antag	M5 ag	M5 PAM	CHRM4 PAM	M5 antag	M4 antag
O=C(CC(C(=O)O)c1ccc(Cl)cc1)c1ccccc1 (centres undefined)	2.8	22	0	-5	-4	2	3	0	1
CCCC(=O)N1CCc2cc(-c3nc(N)sc3C)ccc21	0.1	22	1	-6	-4	-2	-6	0	0
Cc1ccccc1N(C)S(=O)(=O)c1nnc(NC(=O)c2ccco2)s1	0.5	8	1	-6	-3	-3	2	14	-13
Cc1ccc(Cl)cc1N(CC(=O)Nc1cccc(N(C)S(C)(=O)=O)c1)S(C)(=O)=O	0.7	-2	1	7	0	-1	2	8	-3
COc1cc(C=O)ccc1Oc1nnnn1-c1ccccc1	-0.4	-18	0	13	-2	1	0	3	-13
Cc1ccc(-c2nc(N)n(S(=O)(=O)c3ccc(C)cc3)n2)cc1	0.1	-8	3	2	-2	-6	-2	-12	-3
CCc1nnc(NC(=O)c2ccc(COc3ccc(C)cc3)o2)s1	-0.1	12	0	-3	-2	-4	10	4	-23
COc1ccc(C2C(C(C)=O)=C(O)C(=O)N2CCc2ccccc2)c(OC)c1 (centres undefined)	0.6	0	0	2	0	4	26	-5	7
CCSc1nc2sc3c(c2c(=O)n1-c1ccc(C)cc1)CCN(C)C3	0.0	-1	1	-10	-6	-1	-5	5	6
CSc1ccccc1OCc1cc(C(=O)NCCCc2ccccc2)no1	0.2	16	-1	-10	-2	-4	4	5	-19
Cc1c(CCC(=O)O)c(=O)oc2cc(OCc3ccccc3F)ccc12	3.3	17	1	-13	-2	5	7	-2	-2
CC(=O)Nc1ccc(NC(=O)CCCn2cnc3ccccc3c2=O)cc1	4.1	7	0	0	-2	-7	2	21	0
Cc1ccc(-c2ccc(C(=O)O)o2)cc1Cl	0.3	25	0	-16	0	0	-1	10	2
CCCCNC(=O)C1c2cc(OC)c(OC)cc2C(=O)N(C)C1c1cccs1 (centres undefined)	0.9	-3	1	-14	9	-6	7	12	-7
CSc1ccc(N=Nc2c(C)[nH]n(C)c2=O)cc1	0.1	-11	-1	6	-7	1	-9	5	4
C=CCNC(=O)c1c(O)c2cccc3c2n(c1=O)CCC3	1.3	29	6	1	6	43*	16*	25	22
COc1ccc(N2CCN(C(=O)CN3c4cccc5cccc(c45)S3(=O)=O)CC2)cc1	2.2	8	3	-13	1	1	0	10	3
O=C(NCCC1=CCCCC1)C1CCN(Cc2cnn(-c3ccccc3)c2-n2cccc2)CC1	2.8	8	6	0	-3	-8	8	7	1
CCCCNC(=O)CSc1nnc(-c2ccc(S(=O)(=O)N3CCCC3)cc2)n1C	0.5	12	0	-1	-2	2	-3	-7	-5
c1ccc(CNCC2COc3ccccc3O2)cc1 (centres undefined)	0.1	4	1	-7	-9	5	-6	4	-6
Cc1cccc(NC(=O)COC(=O)c2nn(C)c(=O)c3ccccc23)c1C	0.3	-12	0	-5	0	-2	3	16	4
C/C(=N\NC(=O)c1ccccc1C)c1ccc(NC(=O)c2cccs2)cc1	-0.1	-7	3	4	0	-1	10	-7	9
O=C(CSc1nnc(COc2ccc(Cl)cc2)o1)N1CCCCC1	1.8	-10	3	6	-2	1	-1	-7	-2
O=C(CN1C(=O)NC2(CCOc3ccccc32)C1=O)c1ccc(Cl)cc1 (centres undefined)	0.8	-1	5	-13	-2	-8	0	3	5
COc1cccc(NC(=O)C2CCCN(S(=O)(=O)c3cccc4nonc34)C2)c1 (centres undefined)	0.2	22	1	-6	-1	-2	5	-10	-3

New compounds follow
SMILES	CHO-K1 Ca ag	M1 PAM parental	M4 ag	CHO-K1 Ca antag	M5 ag	M5 PAM	CHRM4 PAM	M5 antag	M4 antag
COc1ccc(NS(=O)(=O)c2ccc(OC)c3ccccc23)cn1	3.0	-6	7	6	3	0	1	2	6
COc1ccccc1/C=C1\SC(=S)N(CCC(=O)NCCCN2CCOCC2)C1=O	0.2	19	4	-9	-6	5	10	-15	-21
COc1ccc(C2N(c3cc(Cl)ccc3OC)C(=O)C3CCCN32)cc1OC (centres undefined)	-0.5	8	1	-7	-1	0	11	-5	-21
Cn1c(=O)c2ccccc2n(Cc2cccc(F)c2)c1=O	5.2	0	6	0	-1	-7	2	16	-6
O=C(Nc1ccccc1C(=O)NC(Cc1ccccc1)C(=O)O)c1ccccc1 (centres undefined)	0.2	15	1	-6	-3	-4	5	-1	5
C#CCOCCOCCOCCNc1nc(N2CCN(C(=O)[C@H](C(C)C)n3cc(CCO)nn3)CC2)nc(N2CCN(C(=O)[C@H]([C@@H](C)CC)n3cc(CCC(=O)O)nn3)CC2)n1	0.2	14	0	-7	5	0	-1	1	-9
Cc1cc(C)cc(OCCCn2ccnc2)c1	0.8	7	1	0	-22	-2	3	1	-11
O=C(/C=C/c1cccc(Cl)c1)NCCN1CCOCC1	1.3	6	4	-3	0	-1	1	0	-4
O=C(NCC1CCOCC1)c1ccc2nc(Cc3cccc(Cl)c3)oc2c1	1.4	-8	4	2	0	-1	-1	-4	-1

Structural class: the compounds so far with a Cl atom (10)
SMILES	CHO-K1 Ca ag	M1 PAM parental	M4 ag	CHO-K1 Ca antag	M5 ag	M5 PAM	CHRM4 PAM	M5 antag	M4 antag
O=C(Nc1cccc(O)c1)c1ccc([N+](=O)[O-])cc1Cl	1.5	6	4	9	4	4	5	-12	-7
CCOc1cnc(-c2c(-c3ccccc3Cl)noc2C)o1	-0.3	24	-2	-2	-10	-2	-6	-12	-17
O=C(CC(C(=O)O)c1ccc(Cl)cc1)c1ccccc1 (centres undefined)	2.8	22	0	-5	-4	2	3	0	1
Cc1ccc(Cl)cc1N(CC(=O)Nc1cccc(N(C)S(C)(=O)=O)c1)S(C)(=O)=O	0.7	-2	1	7	0	-1	2	8	-3
Cc1ccc(-c2ccc(C(=O)O)o2)cc1Cl	0.3	25	0	-16	0	0	-1	10	2
O=C(CSc1nnc(COc2ccc(Cl)cc2)o1)N1CCCCC1	1.8	-10	3	6	-2	1	-1	-7	-2
O=C(CN1C(=O)NC2(CCOc3ccccc32)C1=O)c1ccc(Cl)cc1 (centres undefined)	0.8	-1	5	-13	-2	-8	0	3	5
COc1ccc(C2N(c3cc(Cl)ccc3OC)C(=O)C3CCCN32)cc1OC (centres undefined)	-0.5	8	1	-7	-1	0	11	-5	-21
O=C(/C=C/c1cccc(Cl)c1)NCCN1CCOCC1	1.3	6	4	-3	0	-1	1	0	-4
O=C(NCC1CCOCC1)c1ccc2nc(Cc3cccc(Cl)c3)oc2c1	1.4	-8	4	2	0	-1	-1	-4	-1

Screening data from PubChem.
